Screening data (PubChem BioAssay)
ROC1-CUL1 inh: blocks human RBX1-Cullin-1 di-ubiquitin formation; inhibition, % at 10 µM; in vitro K48 di-Ub FRET, acceptor:donor ratio, 45 min; actives 0.6% (n = 140,000); in the data active = inhibition above about 25%
Target sequence (P62877 whole entry, looked up): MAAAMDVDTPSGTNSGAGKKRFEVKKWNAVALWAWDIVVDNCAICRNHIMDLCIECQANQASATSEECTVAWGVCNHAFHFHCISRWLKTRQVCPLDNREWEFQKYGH
Target sequence (Q13616 whole entry, looked up): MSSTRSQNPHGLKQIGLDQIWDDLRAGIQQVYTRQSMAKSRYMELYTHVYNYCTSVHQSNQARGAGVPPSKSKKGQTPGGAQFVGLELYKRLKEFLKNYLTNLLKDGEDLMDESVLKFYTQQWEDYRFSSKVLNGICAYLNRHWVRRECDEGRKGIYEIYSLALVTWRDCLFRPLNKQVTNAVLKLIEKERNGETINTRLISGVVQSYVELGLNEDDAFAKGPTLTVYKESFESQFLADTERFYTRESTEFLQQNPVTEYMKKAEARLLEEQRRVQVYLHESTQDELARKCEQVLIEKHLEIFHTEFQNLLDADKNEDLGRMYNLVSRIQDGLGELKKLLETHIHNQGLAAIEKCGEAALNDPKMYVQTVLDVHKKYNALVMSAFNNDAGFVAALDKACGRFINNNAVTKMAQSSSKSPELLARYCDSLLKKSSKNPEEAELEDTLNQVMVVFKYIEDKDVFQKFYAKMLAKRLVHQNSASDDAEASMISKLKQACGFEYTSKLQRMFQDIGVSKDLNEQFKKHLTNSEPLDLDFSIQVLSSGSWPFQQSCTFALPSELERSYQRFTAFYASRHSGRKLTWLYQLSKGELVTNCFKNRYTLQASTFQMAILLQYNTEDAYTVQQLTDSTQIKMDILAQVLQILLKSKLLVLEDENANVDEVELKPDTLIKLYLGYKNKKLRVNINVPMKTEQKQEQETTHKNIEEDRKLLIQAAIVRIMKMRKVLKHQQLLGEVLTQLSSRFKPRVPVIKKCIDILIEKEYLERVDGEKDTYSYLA
Active calls of the source: *; & = joins results of further samples.

ROC1-CUL1 inh	SMILES
5	C[C@H]1C(=O)N(C)CCN1C(=O)c1ccc(OC2CCN(S(C)(=O)=O)CC2)c(Cl)c1
0	Cn1c2ccccc2c2cnn(CC(=O)NCc3ccc(Cl)cc3)c(=O)c21
7	COc1ccc(CC2(CO)CCN(C(C)COc3ccccc3)CC2)cc1 (stereo not drawn)
6	CCCn1c(=O)c2c(nc3n(CC(C)C)c(C)c(C)n23)n(C)c1=O
2	COC(=O)C1(N2CCOCC2)c2cc(Cl)ccc2-c2ccc(Cl)cc21
-6	C#CCSc1nc(-c2ccccc2)c2cc(Cl)ccc2n1
3	Cc1cccc(C)c1NC(=O)CSc1nnc(Cc2ccccc2)n1C
2	CCCc1nc2n[nH]c(N)c2c2c1COC(C)(C)C2
-4	COC(=O)c1cc(CNC(=O)[C@@H]2C[C@@H]3C=C[C@H]2C3)cc(NS(=O)(=O)c2ccc(F)cc2)c1
-10	O=c1c2sc3ccccc3c2n(Cc2ccccc2)c(=O)n1CCc1ccccc1

Continued (six carried over from the part before).
ROC1-CUL1 inh	SMILES
2	COC(=O)C1(N2CCOCC2)c2cc(Cl)ccc2-c2ccc(Cl)cc21
-6	C#CCSc1nc(-c2ccccc2)c2cc(Cl)ccc2n1
3	Cc1cccc(C)c1NC(=O)CSc1nnc(Cc2ccccc2)n1C
2	CCCc1nc2n[nH]c(N)c2c2c1COC(C)(C)C2
-4	COC(=O)c1cc(CNC(=O)[C@@H]2C[C@@H]3C=C[C@H]2C3)cc(NS(=O)(=O)c2ccc(F)cc2)c1
-10	O=c1c2sc3ccccc3c2n(Cc2ccccc2)c(=O)n1CCc1ccccc1
11	O=C(Cn1c(=O)n(CC2CCC(C(=O)NCCc3ccccc3)CC2)c(=O)c2ccccc21)Nc1cccc(F)c1 (stereo not drawn)
-3	CCCN1CCC(NC(=O)c2cc(C)oc2C)CC1
-3	CCn1c(=O)c2c(nc3n(-c4ccc(OC)cc4)c(C)c(C)n23)n(C)c1=O
-1	Cc1cnc2cc(Cl)c(Cl)cc2n1
-9	COc1ccccc1C(=O)NNC(=O)CCN1C(=O)/C(=C\c2cccs2)SC1=S
-2	Cc1cccc(CNC(=O)C2CC23CCN(C(=O)C(C)Oc2cccc(Cl)c2)CC3)n1 (stereo not drawn)
-5	CCCC1C(c2ccc(Cl)cc2)NC(c2ccc(Cl)cc2)C(C)C1(O)CCC (stereo not drawn)
8	COc1ccc(C(=O)Nc2ccc3oc(-c4ccc(C(C)(C)C)cc4)nc3c2)cc1[N+](=O)[O-]
-6	Cc1ccc(-c2cn3nc(-c4ccccc4Cl)sc3n2)cc1
-10	Cc1ccc(C)c(NC(=O)CCc2c(C)nn(-c3ccc(N4CCCC4)nn3)c2C)c1
-2	O=C(CN1CCCCC1)N(Cc1ccncc1)Cc1cccc(OCCc2ccc(F)cc2)c1
-3	Clc1ccc(Sc2nc3ccccc3s2)cc1
2	Cc1ncc2c(c1-c1noc(-c3noc4c3CCCC4)n1)CCNC2
5	Cc1onc(-c2ccccc2Cl)c1C(=O)Nc1cccc(C(=O)O)c1
7	Cc1cc(NC(=O)CSc2nc3c(c(-c4cccnc4)c2C#N)CCC3)no1
8	COc1ccc2c(c1)cc(CNc1ccc(OC)c(OC)c1)c(=O)n2CC(=O)Nc1ccccc1C
-2	Cc1cc2c(C)c(C(=O)O)sc2s1
-5	O=C(NCc1ccco1)c1ccc2c(c1)N(Cc1ccccc1F)C(=O)c1ccccc1S2(=O)=O
5	O=C(N1CCCC1)C1(c2ccccc2)CCCC1
18	Cc1cc(C)cc(-n2ccnc(NCc3ccc(F)cc3)c2=O)c1
3	CC(C)Cn1nc(NC(=O)c2cccc(Cl)c2)c2cc3ccccc3nc21
-11	OC(COCCOc1ccc(Br)cc1)CN1CCN(Cc2ccccc2)CC1 (stereo not drawn)
9	COc1ccccc1C(=O)CC1(O)C(=O)Nc2ccccc21 (stereo not drawn)
-11	Cc1nc2c(=O)n(-c3ccccc3)ncc2s1
5	CC(C)N(C)CC1(O)CCCN(Cc2cccc(F)c2F)C1=O (stereo not drawn)
-1	Cc1cc(C)c(NS(=O)(=O)c2cccc(C(=O)O)c2)c(C)c1
-11	N#CC1C(Br)C(O)c2ccccc2N1C(=O)c1ccccc1 (stereo not drawn)
7	CC1=NN(c2nc3ccccc3s2)C(=O)/C1=C\c1ccc(N2CCOCC2)cc1
-7	CN1C(=O)C(=Cc2cc([N+](=O)[O-])c(N3CCCCC3)cc2N2CCCCC2)C(=O)N(C)C1=O
-4	COc1cc(C(=O)Oc2cc3c4c(c2)C(C)=CC(C)(C)N4C(=O)C3=O)cc(OC)c1OC

Ordered by SMILES length (falling): part of the list above
ROC1-CUL1 inh	SMILES
-4	COc1cc(C(=O)Oc2cc3c4c(c2)C(C)=CC(C)(C)N4C(=O)C3=O)cc(OC)c1OC
7	CC1=NN(c2nc3ccccc3s2)C(=O)/C1=C\c1ccc(N2CCOCC2)cc1
9	COc1ccccc1C(=O)CC1(O)C(=O)Nc2ccccc21 (stereo not drawn)

The list goes on:
ROC1-CUL1 inh	SMILES
4	CCOC(=O)c1ccc(NC(=O)CCCc2nc(-c3cc(OC)c(OC)c(OC)c3)no2)cc1
3	CCOc1cccc(C(=O)Nc2ccc3oc(-c4cccnc4)nc3c2)c1
7	Cc1ccc(NC(=O)CN2C(=O)C(C)(C)c3cc(S(=O)(=O)N4CCCCC4)ccc32)c(Br)c1
7	CC1=NN(c2ccc(Cl)c(C(=O)O)c2)C(=O)/C1=C\c1ccc2c(c1)n(C)c(=O)n2C
6	Cn1cnc([N+](=O)[O-])c1S(=O)(=O)c1ccc(Cl)cc1
7	Fc1ccc(/C=C/c2nc3c(cnn3Cc3cccnc3)[nH]2)cc1
0	CCOc1ccc(NC(=O)CNS(=O)(=O)c2ccc(OC)c(OC)c2)cc1
4	Cc1sc(C(=O)C(C)CN(C)C)cc1Br (stereo not drawn)
-4	COc1ccc(N2CCN(S(=O)(=O)N3CCC(C)CC3)CC2)cc1
3	Cc1cnc(C)c(-c2cccc(-c3ccn(CCCc4cccnc4)n3)c2)n1

Filtered by structure, the entries above with a furan ring, fused or not.
ROC1-CUL1 inh	SMILES
-3	CCCN1CCC(NC(=O)c2cc(C)oc2C)CC1
-5	O=C(NCc1ccco1)c1ccc2c(c1)N(Cc1ccccc1F)C(=O)c1ccccc1S2(=O)=O

Other entries.
ROC1-CUL1 inh	SMILES
8	Cc1ccc2[nH]c(=O)c3cc(C(=O)NCCCN4CCC(C)CC4)sc3c2c1
8	CCOC(=O)c1c(-c2cccs2)csc1NC(=O)C#Cc1ccccc1
3	CCCn1c(=O)n(-c2ccccc2)c(=O)c2sc3ccccc3c21
-2	CCCCOc1ccc(-c2cc3c(=O)n(CC(=O)Nc4ccc(Cl)cc4Cl)ccn3n2)cc1
-11	Cc1nc(C(C)NC(=O)c2coc(COc3cccc(F)c3F)n2)cs1 (stereo not drawn)
1	Cc1cccc(C(=O)NNC2CC(=O)N(c3ccc(Br)cc3)C2=O)c1 (stereo not drawn)
4	CCCS(=O)(=O)N1CCC(N2CCN(Cc3ccc(C)cc3)C(=O)C2=O)CC1
-7	Cc1ccc(C(C)NC(=O)CC#N)cc1C (stereo not drawn)
4	N#Cc1c(Nc2cccc(F)c2)sc(C(=O)c2ccc(Cl)cc2)c1N
-5	CC(C)C1=NN2C(=N)/C(=C/c3cccc(OCc4ccc(F)cc4)c3)C(=O)N=C2S1

In another format: three of the compounds above
Compound | ROC1-CUL1 inh
CCCCOc1ccc(-c2cc3c(=O)n(CC(=O)Nc4ccc(Cl)cc4Cl)ccn3n2)cc1 | -2
Cc1cccc(C(=O)NNC2CC(=O)N(c3ccc(Br)cc3)C2=O)c1 (stereo not drawn) | 1
Cc1nc(C(C)NC(=O)c2coc(COc3cccc(F)c3F)n2)cs1 (stereo not drawn) | -11

More compounds:
ROC1-CUL1 inh	SMILES
6	CCC(=O)C1C(=O)CC(c2ccccc2)CC1=Nc1ccccc1C (stereo not drawn)
1	CCCCN(CCCC)C(=O)C1CC(=O)OC12CCCCC2 (stereo not drawn)
-4	COCC(=O)Nc1ccc(C(=O)c2ccccc2)cc1
3	CCOC(=O)C1(Cc2ccccc2F)CCCN(C(=O)c2cnc[nH]2)C1 (stereo not drawn)
5	Cc1ccc(-c2nnc3c4ccccc4c(C)nn23)cc1NC(=O)c1cccc(Br)c1
-7	Cc1ccc(CN2CCCn3nc(C(=O)NC(C)C)cc3C2=O)cc1
-24	COc1ccc(NC(=O)c2ccco2)cc1NC(=O)c1ccc(C#N)cc1F
0	COc1cccc(OCc2cc(C3c4c(n[nH]c4-c4ccccc4)OC(=N)C3C#N)ccc2OC)c1 (stereo not drawn)
5	CS(=O)(=O)N1CCC(Oc2ccccc2C(=O)NCC2(O)CCCCC2)CC1
8	Fc1ccc(-c2ccc(CNCC3CCNCC3)o2)cc1Cl
4	CCOC(=O)c1[nH]c(SC)c(C(C)=O)c1C
-10	Clc1ccc(/C=N/Nc2nc(-c3ccccc3)cs2)c(Cl)c1
-4	O=C(Nc1ccc(Br)cc1F)c1ccccc1
-3	O=C(NNC(=O)C1CC1c1ccccc1)c1ccccc1Br (stereo not drawn)
2	Cc1ccc(-n2nc(CO)c(C(=O)NCCO)n2)cc1
-5	O=C(NC(NCc1ccccc1)C(Cl)(Cl)Cl)c1cccnc1 (stereo not drawn)
12	CC(=O)CSc1nc(C)nc2sc3c(c12)CCCC3
-1	O=C(CN1C(=O)S/C(=C\c2ccc3c(c2)OCO3)C1=O)c1ccccc1
7	COc1ccc(OC)c(NC(=O)c2nnn(CC(=O)Nc3ccc(C(C)C)cc3)c2N)c1
-5	CN1C=C(C(N)=O)C=CC1=C1C(=O)c2ccccc2C1=O
-3	C/C(=N\NC(=O)c1cc(-c2ccccc2)n[nH]1)c1ccc(Br)cc1
-1	Cn1cc(CNC2CC(=O)N(Cc3ccccc3Cl)C2)cn1 (stereo not drawn)
-12	O=C1N=C(N2CCOCC2)N=C1Cc1ccccc1
4	N=c1c(C(=O)NCC2CCCO2)cc2c(=O)n3ccccc3nc2n1CCCO (stereo not drawn)
0	COc1ccc(C(C)(C)C)cc1S(=O)(=O)n1cnc2ccccc21
2	Cc1ccc2c(c1)NC(=O)c1cccnc1O2
-1	Cc1cc(C)c(S(=O)(=O)Nc2ccc(-c3ccc(N4CCCCC4)nn3)cc2)cc1C
1	Cc1ccc(CCNC(=O)c2ccc3c(c2)nc2n3CCCCC2)cc1
6	COc1ccc(NC(NC(=O)OCCn2c([N+](=O)[O-])cnc2C)C(Cl)(Cl)Cl)c([N+](=O)[O-])c1 (stereo not drawn)
8	CCCCCCSc1nnc2c(n1)OC(C)N(C(C)=O)c1ccccc1-2 (stereo not drawn)
-8	CCc1nc(N)nc(N)c1CC1CCCCC1
2	COc1ccccc1C(=O)Nc1nc(C)cc(C)n1
9	Cc1ccc2c(Sc3ccc(Cl)cc3)c(C(=O)N3CCCCC3)[nH]c2c1
7	Cn1c(=O)c2c(-c3ccccc3Br)n(Cc3ccccc3)cc2n(C)c1=O
1	Cc1cccc(NC(=O)COc2ccc(C3C4=C(CC(C)(C)CC4=O)OC4=C3C(=O)CC(C)(C)C4)cc2Cl)c1
1	O=C1c2ccsc2OC1c1cccc2ccccc12 (stereo not drawn)
-1	CCC(C(=O)OCc1ccccc1)n1cnc2sc3c(c2c1=O)CCC(C)C3 (stereo not drawn)
2	Nc1nc(Nc2ccccc2F)sc1C(=O)c1ccc(Cl)cc1
8	COC(=O)C1=NNC2C(=O)N(c3ccccc3C)C(=O)C12 (stereo not drawn)
-6	Cc1cccc(Cn2c(-c3cccs3)nc3ccccc32)c1
0	CCCCS(=O)(=O)N1CCC(C(=O)NC2CCCCCC2)CC1
-1	CC1(C)CC(=O)C2C(=Nc3ccccc3NC2c2cccnc2)C1 (stereo not drawn)
1	CNC(=O)c1ccc(C2CCCN2C(=O)c2ccc(-n3cnnn3)cc2)s1 (stereo not drawn)
-1	COC(=O)C(NC(=O)CCc1c(C)nc2c(c(C)nn2-c2ccccc2)c1C)C(C)C (stereo not drawn)
-6	CCCN(CCC)C(=O)CN1C(=O)CSc2ccc(S(=O)(=O)N3CCC(C)CC3)cc21
-9	O=C(Nc1ccccc1OCc1cc(=O)n2ccccc2n1)c1ccccc1F
2	COc1ccccc1-n1c(=O)n(C)c2c(C(N)=O)nc(-c3cccc(OC)c3OC)nc21
-6	CCC(CC)C(=O)Nc1ccc2nc(SCc3ccccc3)sc2c1
-1	CCc1ccc(CNC(=O)c2cc3c(=O)n(CC)c4ccccc4c3s2)cc1
-4	COc1ccc(CCNC(=O)CCN2C(=O)c3ccccc3C2=O)cc1

Later entries
ROC1-CUL1 inh	SMILES
-12	CCc1ccc(N2C(=O)c3ccc(C(=O)OCC(=O)C(C)(C)C)cc3C2=O)cc1
7	CC(c1ccccc1)N1C(=O)C2C3c4ccccc4C([N+](=O)[O-])(c4ccccc43)C2C1=O (stereo not drawn)
-12	CCC(=O)N1CCc2cc(S(=O)(=O)NCCC(=O)NCc3ccc(C)cc3)ccc21
-2	COC(=O)c1nnn(Cc2ccccc2Cn2nnc(C(=O)OC)c2C(=O)OC)c1C(=O)OC
-8	Cn1c(=O)c2c(-c3ccccc3)n3c(c2n(C)c1=O)C(c1ccccc1[N+](=O)[O-])Nc1ccccc1-3 (stereo not drawn)
10	Cc1nc2ccccn2c1C(=O)NCC(C)C
2	CCc1ccc(NC(=O)CSc2ccc(-c3sc(-c4ccccc4)nc3C)nn2)cc1
2&1	COc1ccc2oc(=O)c(C(=O)NCCc3c(C)[nH]c4ccc(C)cc34)cc2c1
1	O=C1Cc2ccccc2Sc2ccc(Cl)cc21
-2	Cc1c(C)n(C)c2ccc(C(=O)Nc3ccc(S(=O)(=O)N4CCCC4)cc3)cc12
5	CCc1noc(C)c1C(=O)Nc1sc(C)c(CC)c1C(=O)OC
-9	CCOc1ccc(S(=O)(=O)Nc2ccc(Cl)cn2)cc1C
2	Cc1cnc(C)c(N2CCC(C3CCN(c4ncccn4)CC3)C2)n1 (stereo not drawn)
-5	CN(Cc1nc(-c2ccccn2)no1)CC1COc2ccccc2O1 (stereo not drawn)
4	CCNC(=S)NNC(=O)c1cc(-c2ccccc2)sc1N
-6	Cc1ccc(CNC(=O)CCCn2c(=O)c3ccccc3n(Cc3ccccc3C)c2=O)cc1
-5	CCOc1ccc(C2=NC(c3cccs3)=Nc3ccc(C(C)C)cc3N2)cc1
2	COc1cc(C)c(C)cc1S(=O)(=O)Nc1ccccn1
3	COc1ccccc1C(=O)N1CCN(C(=O)C2CC(Cc3ccc(F)cc3)=NO2)CC1 (stereo not drawn)

Some of the compounds tested; rates above refer to the full screens.
